# Screens deposited in PubChem by Broad Institute.
# CASP6 VEID inh = blocks human caspase-6 cleavage activity; P55212; purified caspase-6, Z-VEID-R110 cleavage fluorescence; inhibition, % at 12.5 µM; actives 0.53% (n = 350,000); AID 686996;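 active = mean inhibition across replicates at least about 35%, with every replicate also reaching that limit, limit read from the data; inconclusive = only one of the two criteria met; inactive = neither criterion met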;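 also: 0% = median of neutral control wells and 100% = no fluorescence left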
# Target sequence (P55212 24-179 limits assumed): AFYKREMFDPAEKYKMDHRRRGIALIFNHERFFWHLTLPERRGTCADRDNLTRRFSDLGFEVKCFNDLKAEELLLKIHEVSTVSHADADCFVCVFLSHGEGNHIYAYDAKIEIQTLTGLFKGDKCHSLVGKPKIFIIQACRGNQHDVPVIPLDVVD
# Target sequence (P55212 194-293 limits assumed): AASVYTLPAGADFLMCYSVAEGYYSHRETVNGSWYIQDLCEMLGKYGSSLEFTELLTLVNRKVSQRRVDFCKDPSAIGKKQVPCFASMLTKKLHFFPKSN
# S100A4 inh HTS = blocks human S100A4 binding to myosin IIA peptide. P26447. S100A4/TAMRA-MyoIIA peptide fluorescence polarization. actives 0.14% (n = 360,000). inhibition, % at 10.7 µM;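 active = mean inhibition of at least 70% across replicates, with every replicate also reaching that level; inconclusive = mean inhibition reaches 70% but some replicates fall short; inactive = mean inhibition below 70%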
# Target sequence (P26447 whole entry, looked up): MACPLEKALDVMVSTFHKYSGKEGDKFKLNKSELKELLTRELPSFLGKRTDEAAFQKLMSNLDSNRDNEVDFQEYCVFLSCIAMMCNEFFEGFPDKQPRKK
#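 incubation = readout 5 min after mixing, signal stable up to 60 min | system = S100A4 monomer protein | buffer or medium = HEPES pH 7.2 with CaCl2, KCl, NaCl, DTT, Triton | benchmarks = neutral control DMSO, positive control TFP | also added = fluorescent myosin IIA peptide, 5 nM | compound dosing = one concentration per compound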
# FN deposit inh = fibronectin deposition inhibition; AH1F fibroblasts, Alexa488-fibronectin deposition fluorescence, overnight; actives 0.086% (n = 350,000); inhibition, % at 12.6 µM;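 active = mean inhibition across replicates of 30% or more, regardless of how many single replicates reach that level; inconclusive = mean under 30% yet at least half of replicates reach 30%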;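 also: positive control wells lacked labelled fibronectin entirely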
#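 Material: AH1F fibroblasts assembling fluorescent fibronectin matrix; amount: 10000 AH1F cells/well; medium: DMEM, 2% serum; reagent: Alexa488-fibronectin, 24 nM final in well; dosing: single compound dose, delivered by pin transfer; incubation: 1 h adhesion, overnight exposure; detection: fluorescence after three HBSS washes, excitation 485 nm, emission 525 nm; measure: fibronectin deposition inhibition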
# esBAF inh = SWI/SNF esBAF complex inhibition; mouse ES cells, Bmi1-luciferase knock-in reporter, 24 h; 100% = twice the neutral-well signal; reporter increase, % at 12.5 µM; actives 2% (n = 350,000); in the data active = activation above about 40%; inconclusive = no clear call, values can overlap the other calls;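 also: 0% = median of the plate's neutral control wells and 100% = double that signal; a rise in the Bmi1 reporter signal indicates esBAF inhibition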
# SIRT5 block = blocks human SIRT5 desuccinylation of peptide. Purified SirT5, succinyl-peptide AMC, trypsin-coupled fluorescence. inhibition, % at 15 µM. actives 1.1% (n = 330,000); in the data active = inhibition above about 15%; inconclusive = no clear call, values can overlap the other calls
# Target sequence (Q9NXA8 whole entry, looked up): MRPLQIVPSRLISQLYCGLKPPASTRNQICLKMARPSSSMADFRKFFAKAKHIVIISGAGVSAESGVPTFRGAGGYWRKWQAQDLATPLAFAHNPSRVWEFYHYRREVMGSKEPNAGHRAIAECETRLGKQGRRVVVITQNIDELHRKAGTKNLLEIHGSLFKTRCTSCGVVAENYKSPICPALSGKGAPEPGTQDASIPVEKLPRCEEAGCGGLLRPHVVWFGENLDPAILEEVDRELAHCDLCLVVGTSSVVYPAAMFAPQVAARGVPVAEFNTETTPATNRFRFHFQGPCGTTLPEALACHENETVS
# Statin myotox sup = protects C2C12 myotubes from simvastatin toxicity. ATP luminescence, 48 h; scaled: DMSO 0, geranylgeraniol control 100. rescue of ATP level, % at 7.49 µM. actives 0.78% (n = 330,000). AID 602340;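 active = mean ATP rescue above about 67%, or every replicate alone reaching that limit, limit read from the data, passing the limit was not always enough; inconclusive = no clear call, values can overlap the other calls; inactive = mean under the limit and some replicate under it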;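 also: myotubes were challenged with 10 µM simvastatin during compound exposure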
# LGR2 antag = Drosophila LGR2 receptor signaling inhibition. actives 0.35% (n = 380,000). HEK293 LGR2, CRE-luciferase, bursicon-stimulated, 4 h. AID 720647. inhibition, % at 9.99 µM;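 active = drop in luminescence signal, shown as inhibition above about 50% in the replicate tests, limit read from the data, passing the limit was not always enough; inconclusive = probably only some replicates passing the limit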;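 also: agonist challenge used bursicon conditioned medium at about half maximal strength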
# * hit, by the source's call; ? = inconclusive; · = no result given.
1. CCCCCn1c(=O)[nH]c2cc(C(=O)NCc3ccccn3)ccc2c1=O
2. Cc1cc(NC(=O)COc2ccccc2C#N)no1
3. O=C(CCl)Nc1sccc1C(=O)c1ccccc1
4. Cc1cccc(NC(=O)CSc2nnc(C3CC3)n2CC2CCCO2)c1 (configuration not stated)
5. COc1ccc(CCN2CC(C(=O)OC(C)C(=O)Nc3ccc(NC(C)=O)cc3)CC2=O)cc1OC (configuration not stated)
6. C[C@H](CO)N1C[C@H](C)[C@H](CN(C)C(=O)c2ccccc2F)Oc2cc(-c3ccccc3)ccc2S1(=O)=O
7. O=C(C1CCOCC1)N1CC(=O)N2[C@H](CO)[C@H](c3ccc(C#CC4CCCCC4)cc3)[C@H]2C1
8. Cc1cccc(C)c1NC(=O)C1CCCN1S(=O)(=O)c1ccccc1 (configuration not stated)
compound no.	1	2	3	4	5	6	7	8
FN deposit inh	-1	9	-1	-10	3	-9	-1	1
LGR2 antag	-6	-32	14	18	-12	-14	-7	-7
esBAF inh	5	70*	-8	4	-10	9	·	-3
S100A4 inh HTS	0	-1	5	-2	-2	·	49	5
CASP6 VEID inh	3	-2	3	2	-4	·	2	0
SIRT5 block	-4	8	-1	-5	0	·	-4	-1
Statin myotox sup	-10	5	-1	-1	-5	-26	·	1

9. C[C@H](CO)N1C[C@H](C)[C@H](CN(C)C(=O)c2ccccn2)Oc2cc(C#CCC3CCCC3)ccc2S1(=O)=O
10. COc1ccc(NC(=O)Nc2ccc3c(c2)C(=O)N([C@@H](C)CO)C[C@H](C)[C@@H](CN(C)Cc2ccccc2)OCCCC[C@@H](C)O3)cc1
11. CC(=O)Nc1ccc(NC(=O)Cn2nc([N+](=O)[O-])c(Br)c2C)cc1
12. O=C(CCc1ccccc1)NCc1ccc(F)cc1
13. C[C@H]1CN([C@@H](C)CO)C(=O)c2cc(-c3cccnc3)cnc2O[C@@H]1CN(C)C
14. CCCCN1C(=O)C(CC(=O)NCc2cccc3ccccc23)CC(C(=O)N(C(C)C)C(C)C)=C1C (configuration not stated)
15. COC(=O)C[C@H]1C[C@H]2c3cc(N)ccc3O[C@H]2[C@@H](CO)O1
16. O=C(Nc1sc2c(c1C(=O)NC1CCCCC1)CCC2)c1ccco1
compound no.	9	10	11	12	13	14	15	16
FN deposit inh	8	4	4	-3	0	5	-20	·
LGR2 antag	9	26	9	-2	25	7	8	-2
esBAF inh	2	2	·	0	-5	·	-3	-6
S100A4 inh HTS	15	4	18	-1	14	-1	-14	8
CASP6 VEID inh	-1	-2	-2	-1	-1	4	-1	3
SIRT5 block	10	-3	0	-4	-3	·	2	-3
Statin myotox sup	8	·	·	-5	-2	·	5	19

17. Cc1ccc(S(=O)(=O)NCCCCCC(=O)N(C)C)cc1
18. CCN(CC(=O)Nc1ccc(OC)cc1)C(=O)CN1C(=O)NC(C)(c2ccc3ccccc3c2)C1=O (configuration not stated)
19. Cc1cc(C)c2c(=O)[nH][nH]c2n1
20. CCOC(=O)C(C)Sc1cnccn1 (configuration not stated)
21. O=C(Nc1ccc(Cl)cc1)C1CCN(C(=O)c2ccco2)CC1
22. CCOc1ccc(-n2c(C)nc3cc(C(=O)NCC4CCCO4)ccc32)cc1 (configuration not stated)
23. O=C(Cn1nnc2ccccc21)c1ccccc1
24. COC(=O)C[C@H]1CC[C@H]2[C@H](COc3ccc(NC(=O)NCc4ccccc4)cc3C(=O)N2C)O1
compound no.	17	18	19	20	21	22	23	24
FN deposit inh	5	·	·	-1	1	-13	8	-3
LGR2 antag	·	-6	·	-30	-6	3	12	-21
esBAF inh	-5	0	0	·	7	-5	-2	3
S100A4 inh HTS	·	2	-2	4	-5	-1	53	·
CASP6 VEID inh	·	-1	3	-1	2	-4	4	·
SIRT5 block	·	-1	·	-4	2	2	-2	·
Statin myotox sup	4	1	8	·	-5	16	10	-8

25. C/C(=N\N=C(N)N)c1ccc(Cl)c(Cl)c1
26. CCOc1ccc(CCNc2cc(C)nc3ncnn23)cc1OCC
27. CC(=O)C1C(c2cccc(Oc3ccccc3)c2)NC(=O)NC1(O)C(F)(F)F (configuration not stated)
28. CN(CC(=O)Nc1cccc2c1CCCC2)S(=O)(=O)c1ccc(Cl)cc1
29. COc1ccc(-c2c(-c3cc(OC)cc(OC)c3)n(C)c3ccc(-c4ccc(OC)c(F)c4)cc23)cc1
30. CCC12CC3CC(C1)CC(C(=O)Nc1nn[nH]n1)(C3)C2
31. CCOC(=O)C(=O)C1=C(N2CCOCC2)/C(=C\c2ccc(F)cc2)CC1
32. O=C(Nc1ccccn1)c1ccc(C(=O)c2ccccc2)cc1
compound no.	25	26	27	28	29	30	31	32
FN deposit inh	-2	17	-5	1	-5	1	5	-10
LGR2 antag	16	6	-2	19	6	4	·	-62
esBAF inh	0	-19	10	0	-8	-10	·	·
S100A4 inh HTS	-24	1	-5	·	-2	-4	-11	-3
CASP6 VEID inh	-1	-3	1	·	-5	4	-3	-2
SIRT5 block	-5	0	-2	·	-6	-3	2	0
Statin myotox sup	-3	-1	-3	20	1	63	·	13

# Shown with values under each structure: entries from further up
# Screens in order: FN deposit inh, LGR2 antag, esBAF inh, S100A4 inh HTS, CASP6 VEID inh, SIRT5 block, Statin myotox sup
20) CCOC(=O)C(C)Sc1cnccn1 (configuration not stated)
 : -1, -30, ·, 4, -1, -4, ·
18) CCN(CC(=O)Nc1ccc(OC)cc1)C(=O)CN1C(=O)NC(C)(c2ccc3ccccc3c2)C1=O (configuration not stated)
 : ·, -6, 0, 2, -1, -1, 1
2) Cc1cc(NC(=O)COc2ccccc2C#N)no1
 : 9, -32, 70*, -1, -2, 8, 5
22) CCOc1ccc(-n2c(C)nc3cc(C(=O)NCC4CCCO4)ccc32)cc1 (configuration not stated)
 : -13, 3, -5, -1, -4, 2, 16

# Next section.
33. Cc1ccc(C(C)C)c(OCCn2ccnc2C)c1
34. Cc1cc(N)n(-c2ccc(S(=O)(=O)N3CCOCC3)cc2[N+](=O)[O-])n1
35. CN(CC(=O)NCC(=O)Nc1ccc(F)cc1)C1CCS(=O)(=O)C1 (configuration not stated)
36. OC[C@@H]1CN(CCN2CCOCC2)C[C@H](n2cnc3c(NC4CC4)ncnc32)O1
37. Cc1ccc(C)c(S(=O)(=O)N2CCN(C(=O)c3n[nH]c(=O)c4ccccc34)CC2)c1
38. COc1ccc(NC(=O)N[C@@H]2CC[C@H](CCNS(=O)(=O)c3cccc(Cl)c3)O[C@H]2CO)cc1
39. CC(OC(=O)Cc1coc2cc3c(cc12)CCC3)C(=O)NC(N)=O (configuration not stated)
40. CCCn1nnnc1NCc1cccc(OC)c1
compound no.	33	34	35	36	37	38	39	40
FN deposit inh	-9	2	-37	2	-3	-2	·	3
LGR2 antag	4	12	-1	-17	2	-10	17	6
esBAF inh	-1	3	1	-4	1	5	·	-9
S100A4 inh HTS	-2	1	0	-8	-2	?	6	-2
CASP6 VEID inh	2	1	-2	-2	-2	-2	2	-2
SIRT5 block	1	-3	-5	-3	-2	5	·	4
Statin myotox sup	-14	-2	-5	-4	4	2	·	9

41. Clc1ccc(Nc2ncn[nH]2)c(Cl)c1
42. CC(C)Nc1nc(NC(C)C)nc(C(=O)OCCO)n1
43. CN(C)/C=C1\Cc2ccccc2C1=O
44. COC(=O)CSc1nnc(NC(=O)/C=C\c2ccc3c(c2)OCO3)s1
45. CCn1c2ccccc2c2cc(/C=N/NC(=O)c3cc(O)cc(O)c3)ccc21
46. C[C@@H](NC(=O)C[C@H]1CC[C@@H](NC(=O)CN2CCOCC2)[C@H](CO)O1)c1ccccc1
47. CCOC(=O)c1c(NC(=O)CSc2ncccn2)sc(C(=O)NC)c1C
48. O=Cc1cn(CC(O)Cn2cc(C=O)c3ccccc32)c2ccccc12
compound no.	41	42	43	44	45	46	47	48
FN deposit inh	-4	6	4	0	-8	2	-1	-1
LGR2 antag	-30	-7	-27	·	-4	-7	0	-1
esBAF inh	7	-10	-8	·	-4	-1	-7	-3
S100A4 inh HTS	4	2	-2	0	1	5	0	3
CASP6 VEID inh	-1	1	4	4	6	-2	1	3
SIRT5 block	·	·	0	-2	-3	2	-2	-4
Statin myotox sup	-4	-11	3	·	8	-5	-1	-1

49. O=C(OCC(=O)N1CCN(C(=O)c2ccco2)CC1)c1cccc(O)c1
50. CC(=O)N(C)C[C@H]1Oc2ncc(C#Cc3ccncc3)cc2C(=O)N([C@@H](C)CO)C[C@H]1C
51. COC(=O)c1ccc(C(c2c(N)n(CC(C)C)c(=O)[nH]c2=O)N2CCN(c3ccccc3)CC2)cc1 (configuration not stated)
52. CCCCN(CCCC)C(=O)c1cn(CC)c2cc(N3CCN(C)CC3)c(F)cc2c1=O
53. O=C(C1CCCN(S(=O)(=O)c2ccc(Br)s2)C1)N1CCCCCC1 (configuration not stated)
54. Cc1ccc(-c2noc(CSc3nnc(Cc4cccs4)n3-c3ccccc3)n2)cc1
55. O=C(NCc1ccncc1)c1ccc(NS(=O)(=O)c2ccc(F)cc2)cc1
56. Cc1ccnc(N2C(=O)c3ccccc3C2=O)c1
compound no.	49	50	51	52	53	54	55	56
FN deposit inh	·	5	-28	-1	·	-8	5	-1
LGR2 antag	9	-9	·	1	-4	27	5	5
esBAF inh	·	-5	1	12	8	-4	7	-1
S100A4 inh HTS	3	-5	·	5	·	4	-4	-1
CASP6 VEID inh	2	1	·	-6	·	-3	-2	1
SIRT5 block	3	1	·	0	·	·	7	-3
Statin myotox sup	·	-5	16	-2	?	10	3	9

57. COc1ccc(N2CCN(C(=O)CSc3nnc(-c4cccnc4)n3-c3ccccc3)CC2)cc1
58. O=C1C2C3C=CC(C3)C2C(=O)N1CCCCCCN1C(=O)C2C3C=CC(C3)C2C1=O (configuration not stated)
59. COc1ccccc1NCCC(=O)O
60. Cc1nn(-c2ccccc2)c(C)c1NC(=O)COC(=O)c1cccc(OC(F)F)c1
61. O=C(COC(=O)c1cc(S(=O)(=O)N2CCCC2)ccc1O)NCCc1ccccc1
62. O=S(=O)(Nc1cccc(-c2ccc3nncn3n2)c1)c1cc(F)ccc1F
63. O=C(c1ccc(Cl)cc1)C1CCN(CC(=O)N2CCCCC2)CC1
64. O=C(CN1CCN(S(=O)(=O)c2ccccc2)CC1)NCc1ccccc1
compound no.	57	58	59	60	61	62	63	64
FN deposit inh	1	·	-10	4	-7	8	-2	9
LGR2 antag	·	17	6	-18	0	37	4	-15
esBAF inh	0	·	·	·	0	-7	-5	-1
S100A4 inh HTS	·	0	-6	-9	2	-4	-9	-2
CASP6 VEID inh	·	2	-1	-2	-7	1	-1	0
SIRT5 block	·	-1	-2	-3	-2	0	0	-2
Statin myotox sup	0	·	·	·	0	6	3	4

65. CC(C)N(CCNC(=O)c1ccc(CS(=O)(=O)c2c(Cl)cccc2Cl)o1)Cc1ccccc1
66. CN1CCN(c2nc3c(c(=O)[nH]c(=O)n3C)n2Cc2ccc(Cl)cc2)CC1
67. COc1ccccc1CCn1cnc(Cc2cccc(F)c2)c1C(C)C
68. O=C(O)C1CCC(=O)N(C2CCCCC2)C1c1ccccc1 (configuration not stated)
69. O=C(O)c1ccc2c(=O)n3c(nc2c1)/C(=C/c1ccc(F)cc1)CC3
70. C[C@@H]1CN([C@H](C)CO)C(=O)Cc2cc(NC(=O)NC3CCCCC3)ccc2O[C@H]1CN(C)Cc1ccc2c(c1)OCO2
compound no.	65	66	67	68	69	70
FN deposit inh	4	3	9	-1	-1	·
LGR2 antag	-2	-5	5	·	0	·
esBAF inh	·	-3	·	-2	-1	4
S100A4 inh HTS	-1	-1	2	·	-17	3
CASP6 VEID inh	-2	1	0	·	12	-1
SIRT5 block	-3	-1	·	·	0	5
Statin myotox sup	·	1	·	11	10	19

# Only part of the results is shown. The share of hits here may be higher or lower than overall.
